Screening results as filed in PubChem.
Wnt act – activators of Wnt/beta-catenin signaling; Wnt/beta-catenin reporter cell assay, activator, plate reader; activation, % at 9.35 µM; 1.2% of 300,000 active; AID 743398; in the data active = activation above about 30%, passing the limit was not always enough; inconclusive = no clear call, values can overlap the other calls;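 note: 0% = neutral control wells and 100% = positive control wells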
* hit, by the source's call; ? = inconclusive. A portion of the library; rates above refer to the full screens.

Wnt act	smiles
-2	CC1(C(=O)NS(=O)(=O)Cc2ccccc2)CCN1C(=O)Cc1cc(F)ccc1F (centres undefined)
0	COc1ccc(-c2nc3ccc(C)cn3c2Cc2cccc(Cl)c2)cc1OC
-2	COC(=O)[C@@]1(Cc2ccc(OC)cc2)[C@H]2c3cc(C(=O)N4CCCC4)n(Cc4ccsc4Br)c3C[C@H]2CN1C(=O)c1ccccc1
-4	CC1(c2nnnn2Cc2ccccc2)CCC(=O)N1Cc1ccc(F)cc1 (centres undefined)
-3	O=c1[nH]nc(-c2cc(-c3ccccc3)nc3ccccc23)o1
-1	CC(C)CC1C(=O)N(Cc2cn(CC3CCCCC3)nn2)CCS(=O)(=O)N1Cc1ccc(-c2ccc(F)nc2)cc1 (centres undefined)
-5	CC(C)c1ccc(NC(=O)Nc2nc(C(N)COCc3ccccc3)cs2)cc1 (centres undefined)
-6	COc1ccc(NC(=O)N(C)[C@H]2C[C@H]3c4[nH]c5ccc(-c6ccc(OC)cc6)cc5c4CCN3C(=O)[C@H]2[C@H](C)O)cc1
-3	Cc1ccc(NC(=O)C2(C)CCN2CCc2ccccc2)cc1 (centres undefined)
-6	Cc1c(C(=O)NCc2ccc3c(c2)OCCO3)sc(=O)n1Cc1ccc(C(=O)N(C)C)cc1
-3	CCCNC(=O)C[C@H]1CC[C@@H]2[C@H](COC[C@@H](O)CN2C(=O)c2ccccn2)O1
-3	CN1CCN(C(=O)c2cc3c(c(-c4cccc(C#CC(C)(C)O)c4)n2)[C@H](CCO)N(S(=O)C(C)(C)C)C3)CC1 (some centres undefined)

Copied from the list:
O=c1[nH]nc(-c2cc(-c3ccccc3)nc3ccccc23)o1 in Wnt act reads -3
CN1CCN(C(=O)c2cc3c(c(-c4cccc(C#CC(C)(C)O)c4)n2)[C@H](CCO)N(S(=O)C(C)(C)C)C3)CC1 (some centres undefined) in Wnt act reads -3
CC(C)CC1C(=O)N(Cc2cn(CC3CCCCC3)nn2)CCS(=O)(=O)N1Cc1ccc(-c2ccc(F)nc2)cc1 (centres undefined) in Wnt act reads -1
CC(C)c1ccc(NC(=O)Nc2nc(C(N)COCc3ccccc3)cs2)cc1 (centres undefined) in Wnt act reads -5
Cc1c(C(=O)NCc2ccc3c(c2)OCCO3)sc(=O)n1Cc1ccc(C(=O)N(C)C)cc1 in Wnt act reads -6
CC1(C(=O)NS(=O)(=O)Cc2ccccc2)CCN1C(=O)Cc1cc(F)ccc1F (centres undefined) in Wnt act reads -2
COC(=O)[C@@]1(Cc2ccc(OC)cc2)[C@H]2c3cc(C(=O)N4CCCC4)n(Cc4ccsc4Br)c3C[C@H]2CN1C(=O)c1ccccc1 in Wnt act reads -2

(further entries)
Wnt act	smiles
-2	C[C@@H]1CN([C@@H](C)CO)C(=O)CCCn2cc(nn2)CO[C@H]1CN(C)C(=O)Oc1ccccc1
0	Cc1ccc(C(=O)NCCc2nnc3ccc(SCC(=O)Nc4nnc(C)s4)nn23)cc1
0	COc1ccc(CC(N)c2csc(NC(=O)c3ccc(OC)cc3)n2)cc1 (centres undefined)
-3	Nc1ncnc(N)c1NC(=O)c1ccc(OCc2ccccc2)cc1
0	C[C@H]1CN([C@@H](C)CO)C(=O)CCCn2nncc2CO[C@@H]1CN(C)C(=O)Cc1ccccc1
-1	C[C@H](CO)N1C[C@H](C)[C@H](CN(C)Cc2cccc(C(F)(F)F)c2)OCc2ccccc2-c2c(n(C)c3ccccc23)C1=O
-1	CCN(CC)C(=O)C1=C(C)N(Cc2ccc(F)cc2)C(=O)C(CC(=O)NCC2CCCCC2)C1 (centres undefined)
-2	CC1(C(=O)NS(=O)(=O)c2cccc(F)c2)CCN1C(=O)c1ccccc1CCc1ccccc1 (centres undefined)
-5	COc1cccc(C2NC(=S)N(Cc3ccc(F)cc3)C(C)=C2C(C)=O)c1 (centres undefined)
-2	COC(=O)[C@@]12C[C@@H](CC(=O)NCCCN3CCCC3=O)C(=O)N(Cc3ccccc3)C1=CCC(C)(C)C2
-3	COCCN1C[C@@H](CO)O[C@@H](n2cnc3c(NCc4ccc(F)cc4)ncnc32)C1
6	Cc1cc(Br)cn2c(Cc3ccccc3)c(-c3ccco3)nc12
0	COc1ccc(-c2c(C(=O)c3ccccc3)[nH]c(N)c2C(=O)NC2CC2)cc1OC
-3	CCCC[C@@H]1Cc2[nH][nH]c(=O)c2[C@H](c2cccc3ccccc23)O1
-2	C[C@@H]1CN([C@@H](C)CO)C(=O)CCCn2cc(nn2)CO[C@H]1CN(C)C(=O)Nc1ccc(F)cc1
-5	CCOC(=O)C(C(=O)c1ccccc1)C(c1ccccc1)c1nccc2ccccc12 (centres undefined)
-3	COc1ccc(-n2nnnc2C(c2ccccc2)N2CCN(C/C=C/c3ccccc3)CC2)cc1 (centres undefined)
-3	N#Cc1ccc(S(=O)(=O)N2CCN(CN3C(=O)CC4(CCCC4)C3=O)CC2)cc1
-3	O=C(NC1CCCCC1)C(c1ccccc1)n1c(=O)c(-c2cc3ccccc3[nH]2)nc2ccccc21 (centres undefined)
-1	O=C(NCc1nnnn1-c1ccccc1)c1ccc2ccccc2c1
4	Cc1cc(C(=O)Nc2cccc3ccccc23)oc1C
0	CC1(C(=O)NS(=O)(=O)c2cccc(C#N)c2)CCN1C(=O)C1(c2ccc(Cl)cc2)CC1 (centres undefined)
-2	O=C1c2ccccc2S(=O)(=O)c2cc(N3CCC(C(=O)N4CCCCC4)CC3)ccc21
0	C/C(Cl)=C\C[N+](C)(C)CC(=O)OCCc1ccccc1
-1	CC1(C)OC(=O)C2=C(C[C@@H](C3CCCCC3)O[C@@H]2c2ccc(F)cc2)O1
-1	COCC(=O)N[C@H]1C=C[C@@H](CC(=O)NCc2ccccc2OC)O[C@@H]1CO
-3	COc1ccc(-c2nnc(SCC(=O)N(C)C3CCS(=O)(=O)C3)n2CC(C)C)cc1 (centres undefined)
-1	Cc1ccc(S(=O)(=O)N(C)C[C@@H]2OCc3cnnn3CCCC(=O)N([C@@H](C)CO)C[C@@H]2C)cc1
2	CCN1C(c2ccc(F)cc2)=CS/C1=C(/C#N)c1nnc2n1-c1ccccc1SC2
-1	C[C@@H]1CN([C@@H](C)CO)C(=O)c2cc(NC(=O)Nc3cccc4ccccc34)ccc2O[C@@H](C)CCCCO[C@H]1CN(C)C(=O)c1ccccc1
-3	Cc1ccccc1-c1ccc2c(c1)[C@@H]1C[C@H](N(C)C(=O)c3ccco3)[C@H]([C@H](C)O)CN1CC2
-7	Nc1ncnn1Cc1ccccc1
-4	COC(=O)[C@@]1(Cc2ccc(OC)cc2)[C@H]2c3cc(C(=O)N4CCCC4)n(Cc4ccccc4)c3C[C@H]2CN1C(=O)c1ccccc1
-8	O=C(CSc1nnc2ccc(-c3ccccn3)nn12)Nc1cccc(F)c1
-4	O=C(OCc1ccccc1)N1CCC2CC1c1cc(N3CCN(S(=O)(=O)c4cc(Cl)cc(Cl)c4)CC3)ccc12 (centres undefined)
-3	COCCNC(=S)N(C)[C@H]1C[C@H]2c3[nH]c4c(-c5ccc6c(c5)OCO6)cccc4c3CCN2C(=O)[C@H]1[C@H](C)O
-1	COc1cc(/C=C/CNC[C@H]2O[C@@H](n3cc(C)c(=O)[nH]c3=O)C[C@@H]2O)ccc1O
-1	CCCN(C(=O)C1CCCN(c2ncnc3c2nc2n3CCCCC2)C1)c1ccccc1C (centres undefined)
-1	CC1Cc2[nH]c(=S)[nH]c(=O)c2C(c2ccc(C(C)C)cc2)O1 (centres undefined)
2	O=[N+]([O-])c1ccc2c(c1)CO[C@]21O[C@H](CCO)C[C@H](O)[C@H]1O
-1	O=C(O)c1ccccc1C(=O)Nc1ccc(Nc2ccccc2)cc1
1	CC1(C(=O)NS(=O)(=O)c2cccc(OC(F)F)c2)CCN1C(=O)C/C=C/c1ccccc1 (centres undefined)
-3	O=C1NC(Cc2ccccc2)c2nc3ccc(F)cc3c(=O)n2-c2cc3ccccc3cc21 (centres undefined)
-3	Cc1ccc(NC(=O)Nc2nnc([C@@H]3C[C@H](O)[C@@H](CO)O3)s2)cc1
1	CCOC(=O)N[C@H](Cc1c[nH]c2ccccc12)C(=O)NC1CC1
0	CN(C)CCN(Cc1ccccc1)C(=O)c1[nH]c(C(F)(F)F)nc1-c1ccccc1
-1	O=C(NCc1cccc(Cl)c1)c1ccc(S(=O)(=O)N2CCCCC2)cc1
-3	Cc1ccc(S(=O)(=O)N(C)[C@H]2C[C@H]3c4[nH]c5c(-c6ccccc6)cccc5c4CCN3C(=O)[C@H]2[C@H](C)O)cc1

Laid out differently: entries from further up.
| Molecule | Wnt act |
| --- | --- |
| CC1Cc2[nH]c(=S)[nH]c(=O)c2C(c2ccc(C(C)C)cc2)O1 (centres undefined) | -1 |
| O=C(O)c1ccccc1C(=O)Nc1ccc(Nc2ccccc2)cc1 | -1 |
| Cc1ccc(S(=O)(=O)N(C)[C@H]2C[C@H]3c4[nH]c5c(-c6ccccc6)cccc5c4CCN3C(=O)[C@H]2[C@H](C)O)cc1 | -3 |
| CC1(C(=O)NS(=O)(=O)c2cccc(OC(F)F)c2)CCN1C(=O)C/C=C/c1ccccc1 (centres undefined) | 1 |
| CCOC(=O)N[C@H](Cc1c[nH]c2ccccc12)C(=O)NC1CC1 | 1 |
| COc1cc(/C=C/CNC[C@H]2O[C@@H](n3cc(C)c(=O)[nH]c3=O)C[C@@H]2O)ccc1O | -1 |

Additional structures
Wnt act	smiles
-3	Cc1ccc([C@H]2N[C@]3(CCCN(CC4CCCCC4)C3=O)[C@H]3C(=O)N(C)C(=O)[C@@H]23)cc1
-1	CCCn1nc(C(=O)Nc2cccc(S(=O)(=O)N3CCOCC3)c2)c2ccccc2c1=O
-5	CCNC(=O)C1(C)CCCN(Cc2ccc(-c3ccccn3)cc2)C1 (centres undefined)
0	C[C@H](CO)N1C[C@H](C)[C@H](CN(C)C(=O)Nc2ccc3c(c2)OCO3)Oc2ncc(Br)cc2C1=O
-5	CC(C)c1cc(C(=O)N(C)C2CCCN(Cc3ccccc3F)C2)n(C)n1 (centres undefined)
0	CC(=O)Nc1ccc(C(=O)N2CCCC(c3cc(C(=O)NCc4ccc(F)cc4)no3)C2)cc1 (centres undefined)
7	Cc1ccc(S(=O)(=O)N[C@H](CO)C(C)C)cc1
-2	CCCn1c(SCC(=O)N2CCc3ccccc32)nnc1-c1ccncc1
-2	Cc1noc(C)c1C(=O)N1CCC1(C)C(=O)NS(=O)(=O)c1ccccc1C(F)(F)F (centres undefined)
-2	C[C@@H]1CN([C@H](C)CO)C(=O)c2cc(-c3ccc(F)cc3)cnc2O[C@H]1CN(C)C(=O)c1ccc(F)cc1
?	O=C(Nc1ccc(Cl)cc1)c1ccc2sc([C@@H]3O[C@H](CO)[C@@H](O)[C@H]3O)nc2c1
0	CCOC(=O)C[C@@H]1OC[C@H](CO)N1S(=O)(=O)c1ccc(C)cc1
-3	NC(=O)C(CCc1nc2ccccc2[nH]1)NS(=O)(=O)c1ccccc1 (centres undefined)
-1	COc1ccccc1N1CCCSC1=Nc1ccccc1
-1	O=C(NCc1nc2ccccc2[nH]1)c1ccccc1F
0	Cc1cc(F)ccc1-c1cc(C(=O)NC(C)C)[nH]n1
-1	Cc1cnc(CNC(=O)c2csc([C@@H]3O[C@H](CO)[C@H](O)[C@H](O)[C@H]3O)n2)cn1
-1	C[C@@H]1CN([C@@H](C)CO)S(=O)(=O)c2ccc(Br)cc2O[C@H]1CN(C)Cc1ccccc1F
-4	Cc1cc(N2CCN(C(C(=O)NC3CCCC3)C(C)C)CC2)c2ccccc2n1 (centres undefined)
0	CCCCn1nnnc1C(c1ccccc1)N1CCN(c2ccccn2)CC1 (centres undefined)
-3	COc1cc(Cl)ccc1OC1(C)CCN(Cc2ccc3ccccc3c2)C1 (centres undefined)
-2	CC(=O)C1=CCC(c2ccccc2)N(S(=O)(=O)c2cccc(C)c2)C1 (centres undefined)
-6	CCOC(=O)c1cc(C)nnc1C(=O)OCC
7	O=C(NCCc1ccccc1)c1c[nH]c2ccccc2c1=O
-1	C[C@@H]1CN([C@@H](C)CO)C(=O)CCCn2nncc2CO[C@@H]1CN(C)S(=O)(=O)c1cccs1
34*	CCOC(=O)c1c(Nc2ccc(OC)cc2)n[nH]c1C
-3	C/C=C/C=C/C(=O)c1cc(C)c(OC(=O)CNC(=O)OC(C)(C)C)c(C)c1O
-3	COc1ccc(CN2CCNC(=O)C2CC(=O)N(C)C2CCOCC2)cc1OC (centres undefined)
0	COc1ccc(/C=C(/NC(=O)c2ccc(Br)o2)C(=O)Nc2cccc(C(=O)O)c2)cc1
0	COC(=O)C[C@@H]1CC[C@@H](NS(=O)(=O)c2ccc(F)cc2)[C@@H](CO)O1
?	Oc1cc(O)cc(C=Cc2ccc(O)c(O)c2)c1
14	Cc1ccc(Cc2c(-c3ccc(C#N)cc3)nc3ccc(Cl)cn23)cc1
-3	CC1(c2nnnn2Cc2ccccc2)CCC(=O)N1CCc1c[nH]c2ccccc12 (centres undefined)
-3	CN(CC(=O)Nc1cc(Cl)ccc1-n1cncn1)Cc1ccccc1N1CCOCC1
14	CC(=O)N(CC#CCN(C(C)=O)c1ccccc1)c1ccccc1
-2	CC(=O)Nc1cccc(-c2cc(NC=O)c3ncc(-c4ccc(F)c(Cl)c4)n3c2)c1
-2	Cc1ccc(NC(=O)CSc2nnc(-c3ccccn3)n2N)cc1F
-1	O=C(NC1CCCCCC1)c1[nH]c(C(F)(F)F)nc1-c1ccccc1
-1	COC(=O)[C@@]12C[C@@H](CC(=O)N3CCSCC3)C(=O)N(Cc3ccco3)C1=CCC(C)(C)C2
-1	CC(C)[C@@H]1CC2=C(C(=O)OC(C)(C)O2)[C@H](CCc2ccccc2)O1
-3	C(=C\c1ccccc1)/CN1CCN(C(c2cc3ccccc3o2)c2nnnn2-c2ccc3c(c2)OCCO3)CC1 (centres undefined)
-1	CC(=O)NC[C@H]1O[C@@H](n2ccc(N)nc2=O)[C@H](O)[C@@H]1O
-6	CN(C)c1ncnc2c1ncn2[C@H]1CN(Cc2ccc(-c3ccccc3)cc2)C[C@@H](CO)O1
-2	Cc1cccc(COC[C@H](Cc2ccccc2)N2CCN(C(=O)c3ccc(Cl)c(Cl)c3)CCC2=O)c1
-2	COc1ccc([C@H]2N[C@]3(CCCN(CC4CCCCC4)C3=O)[C@H]3C(=O)N(Cc4ccccc4)C(=O)[C@@H]23)cc1

Of the compounds above, these have a thiophene ring, fused or not.
Wnt act	smiles
-2	COC(=O)[C@@]1(Cc2ccc(OC)cc2)[C@H]2c3cc(C(=O)N4CCCC4)n(Cc4ccsc4Br)c3C[C@H]2CN1C(=O)c1ccccc1
-1	C[C@@H]1CN([C@@H](C)CO)C(=O)CCCn2nncc2CO[C@@H]1CN(C)S(=O)(=O)c1cccs1
